# High-throughput results as filed in PubChem BioAssay.
# CaV13 ICDI inh – Disruptors of the CACNA1D IQ motif to Ca2+-dependent inactivation inhibitor domain association, primary screening, Förster resonance energy transfer in intact living …. HEK cells, CFP/YFP FRET ICDI-IQ, plate reader, 10 min; percent FRET-ratio fall versus neutral wells. inhibition, % at 12.3 µM. actives 0.098% (n = 340,000);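 active = mean replicate inhibition of at least 30% and at least 1% of replicates passing that level; inconclusive = only one of the two criteria is met; inactive = neither criterion is met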;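 also: 0% = median of the neutral control wells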
# hiPSC survival – increases survival of single human iPS cells; AID 602274; actives 0.044% (n = 360,000); hiPSC single-cell survival, ATPlite luminescence; 100% = ROCK inhibitor wells, 0% = DMSO; survival enhancement, % at 20 µM; in the data active = survival enhancement above about 18%;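 also: cells exposed to compounds for 16 hours before the ATP read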
# Peg3 promoter – inhibitors of Peg3 promoter | HeLa PEG-Prom luciferase reporter, luminescence, overnight | inhibition, % at 20 µM | actives 1.7% (n = 360,000) | AID 588405;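 active = inhibition of at least 50% at 20 µM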
# TRPM1 prom inh – reduces MITF-dependent TRPM1 promoter luciferase signal | actives 0.83% (n = 330,000) | SK-MEL-5 TRPM1 promoter luciferase, 24 h | inhibition, % at 12.5 µM;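 active = mean inhibition across replicates of 60% or more, whatever share of single replicates reaches that level; inconclusive = some that reach 60%, reason not given; inactive = mean inhibition across replicates below 60%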; also: values of inactives mirror those of a sister screen read the other way
# NR2E3 ag-1 – agonists of human nuclear receptor NR2E3. Q9Y5X4. GST-NR2E3/biotin-RetCOR TR-FRET, 1536-well. inhibition of corepressor binding, % at 4.78 µM. actives 0.12% (n = 320,000). AID 2300;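 active = percent inhibition above the cutoff of mean plus 3 SD of all tested compounds, set per screening campaign, cut at about 20% in these data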;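 also: 0% = DMSO wells and 100% = biotin wells as full block of FRET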
# Target sequence (Q9Y5X4 whole entry, looked up): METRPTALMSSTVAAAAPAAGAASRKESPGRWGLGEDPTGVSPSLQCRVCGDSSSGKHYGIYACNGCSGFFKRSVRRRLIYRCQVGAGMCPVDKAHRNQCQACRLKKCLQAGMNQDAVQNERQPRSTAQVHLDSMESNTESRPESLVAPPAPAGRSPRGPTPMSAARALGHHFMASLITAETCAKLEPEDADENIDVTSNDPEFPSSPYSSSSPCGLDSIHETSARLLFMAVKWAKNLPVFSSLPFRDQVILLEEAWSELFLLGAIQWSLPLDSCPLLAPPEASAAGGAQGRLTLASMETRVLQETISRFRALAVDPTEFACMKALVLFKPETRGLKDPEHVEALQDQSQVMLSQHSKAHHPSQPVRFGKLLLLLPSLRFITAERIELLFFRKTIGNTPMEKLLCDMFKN
#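 Assay system: NR2E3–RetCOR corepressor complex. Quantity: 1.35 nM GST-NR2E3. Buffer or medium: pH 7.5 Tris-based buffer. Reagent: biotinylated RetCOR corepressor at 7 nM final. Schedule: 5 h at 4 °C. Detection: TR-FRET, emission read at 617 and 671 nm. Replicates: one well per compound, singlicate testing.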
# aDG glyco up – increases alpha dystroglycan glycosylation | Pro5-aDG cells, alpha-DG glycosylation AlphaScreen (IIH6); 0% Pro5, 100% B10-LARGE cell signal | activation, % at 10 µM | actives 0.22% (n = 360,000) | AID 624168;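 active = activation of at least 8% versus controls, or a plate z-score of at least 8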;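 also: Pro5 are CHO cells carrying HIG-tagged alpha-DG that lacks glycosylation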
# Exocytosis inh – blocks lytic granule exocytosis. TALL-104 LAMP-1 surface exposure, flow cytometry; cells stimulated with thapsigargin and PMA. actives 0.66% (n = 360,000). AID 651702. inhibition, % at 10 µM;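 active = inhibition above about 55%, limit read from the data; inconclusive = no clear call, values can overlap the other calls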
# HIF-2a block – blocks HIF-2a reporter activity; 786-0 RCC cells HIF-2a reporter, luciferase luminescence, overnight; inhibition, % at 18.8 µM; actives 0.72% (n = 360,000);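 active = inhibition of the luminescence signal of 40% or more relative to plate controls, in a single-dose primary screen at 18.75 µM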
# Vif inh – blocks HIV Vif function; HEK293T cells, Vif self-association by quenched fluorescence, imaging, 24 h; actives 0.35% (n = 340,000); inhibition, % at 7.49 µM; AID 602346; in the data active = inhibition above about 50%, passing the limit was not always enough; inconclusive = no clear call, values can overlap the other calls; inactive = below about 31%; also: some results filed as inactive read as strong as hits
# NR2E3 ag-2 – activates human NR2E3 receptor; actives 0.35% (n = 360,000); inhibition of corepressor binding, % at 3.98 µM; CHO-S Gal4-NCOR/VP16-NR2E3 two-hybrid, luciferase; AID 602229; Q9Y5X4;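 active = inhibition above the mean of all tested compounds plus 3 SD, cut at about 70% in these data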;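 also: 0% = DMSO with NR2E3 transfected cells and 100% = cells lacking NR2E3 construct; higher means lower luciferase signal from less NR2E3 corepressor binding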
# PDI inh – inhibitors of human protein disulfide isomerase. P07237. PDI insulin aggregation turbidity, A650, 90 min. inhibition, % at 10 µM. actives 0.052% (n = 350,000). AID 588391;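 active = mean inhibition across replicates of 30% or more, whatever share of single replicates reach that level; inconclusive = mean inhibition below 30% while every single replicate reaches 30%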;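 also: absorbance from insulin aggregation driven by PDI reduction with DTT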
# Target sequence (P07237 whole entry, looked up): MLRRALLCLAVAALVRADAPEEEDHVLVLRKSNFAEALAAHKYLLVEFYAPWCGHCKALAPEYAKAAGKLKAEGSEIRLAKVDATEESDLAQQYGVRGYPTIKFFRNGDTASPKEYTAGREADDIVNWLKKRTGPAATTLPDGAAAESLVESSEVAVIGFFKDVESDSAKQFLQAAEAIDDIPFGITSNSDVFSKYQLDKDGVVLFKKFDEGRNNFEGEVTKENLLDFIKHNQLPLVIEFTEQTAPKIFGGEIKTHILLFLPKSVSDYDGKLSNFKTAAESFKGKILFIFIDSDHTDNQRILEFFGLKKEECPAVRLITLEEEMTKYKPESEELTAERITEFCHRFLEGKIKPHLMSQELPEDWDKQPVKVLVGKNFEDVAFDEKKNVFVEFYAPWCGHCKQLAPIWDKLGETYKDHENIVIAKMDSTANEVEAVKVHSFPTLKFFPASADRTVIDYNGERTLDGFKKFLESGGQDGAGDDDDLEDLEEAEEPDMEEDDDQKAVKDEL
# * = called active by the depositor; u = inconclusive; x = not tested or not shown; & = joins results of further samples.
SMILES,CaV13 ICDI inh,hiPSC survival,Peg3 promoter,TRPM1 prom inh,NR2E3 ag-1,aDG glyco up,Exocytosis inh,HIF-2a block,Vif inh,NR2E3 ag-2,PDI inh
COc1cc(CC(=O)OCC(=O)Nc2cc(S(=O)(=O)N3CCCC3)ccc2Cl)cc(OC)c1OC,-6,-2.6,10,5,3,0.0,-1,14,3,-11,5
N#CCCn1cc(/C=C2\NC(=S)N(c3ccccc3)C2=O)c(-c2ccc(-c3ccccc3)cc2)n1,-13,0.5,15,-5,-1,2.3,-3,13,-19,-14,-8
O=C(O)C1CC=CCC1C(=O)Nc1cccc(Cl)c1 (stereo unspecified),-4,-0.8,6,-11,0,-0.2,-2,5,-6,21,7
O=C(NCCc1ccccc1)c1ccc(NCC2CCCO2)c([N+](=O)[O-])c1 (stereo unspecified),-19,0.5,-166,-21,1,0.0,-9,-203,4,-76,3
N#Cc1c(NC(=O)CSc2ncn[nH]2)sc2c1CCCCC2,-5,0.8,24,80*,2,-0.1,-1,90*,-4,46,8
Cc1ccc(NC(=O)CN(C)C(=O)CSc2nnc(NC(C)C)s2)cc1,-6,1.3,-4,-4,x,0.0,-1,-5,5,21,0
O=C(O)C(Cc1ccc(O)cc1)N1C(=O)c2c(Cl)c(Cl)c(Cl)c(Cl)c2C1=O (stereo unspecified),-4,0.0,-2,5,-2,0.0,-17,9,-1,20,22
CCOC(=O)c1sc(NC(=O)OC)c(C(=O)OC)c1C,-3,-0.4,-2,4,3,0.0,2,1,-4,-6,0
COc1ccc(OC)c(-c2cc(C(=O)N3CCOCC3)no2)c1,-4,1.7,-29,-18,-1,-0.1,-2,-30,-5,-7,1
CCOC(=O)N1CCN(c2ccccc2O)CC1,-5,-1.5,-8,-13,3,0.0,-1,-5,8,3,-7
CN1CCN(c2ccc(NC(=O)c3ccc(Cl)cc3)cn2)CC1,7,0.1,10,-7,5,0.1,2,12,-2,-8,7
COc1ccc(NC(C)=O)cc1NC(=O)CSc1nnc(C2CCCCC2)n1N,-5,-0.3,15,14,0,-0.1,16,5,-4,-4,-1
COc1cc(C)ccc1OCCON1C(=O)CCC1=O,4,-0.3,11,1,-5,0.2,-5,1,34,-17,-7
Cc1sc2ncnc(N3CCC(C(=O)Nc4cc(S(C)(=O)=O)ccc4Cl)CC3)c2c1C,-6,-0.4,33,-3,-2,0.4,-9,41*,-6,-3,0
O=C(/C=C/c1c(Cl)cccc1Cl)NCc1ccccc1,-11,0.1,0,-4,-1,0.0,-3,-4,4,-12,-4
O=C1C=C(c2ccc3ncccc3c2)C[C@@H](c2ccc3c(c2)OCO3)C1,-6,2.0,11,12,6,-0.1,-7,-11,u,-2,3
COc1ccc(-n2c(NC(=O)c3ccco3)c(C#N)c3nc4ccccc4nc32)cc1,5,2.4,-5,4,9,0.1,12,-20,2,2,-10
COC(=O)c1ccc(NC(=O)C(=O)N2CCN(C(=S)Nc3ccc(OC)cc3)CC2)cc1,-4,-1.9,-6,-5,-1,-0.1,-2,-15,1,9,-24
CC(C)c1ccc(N(CC(=O)NCCSC(C)(C)C)S(C)(=O)=O)cc1,-4,0.5,-61,-30,-1,0.5,22,-82,-15,-8,-3
CCCNC(=O)N1CCN(c2nc(C(C)C)c3c(c2C#N)CC(C)(C)OC3)CC1,-5,-0.3,19,11,4,0.0,19,-22,-15,-6,-14
O=C(COC(=O)C1CC(=O)N(Cc2ccco2)C1)Nc1ccccc1[N+](=O)[O-] (stereo unspecified),-5,-0.3,7,-5,x,-0.3,-10,8,9,-2,-5
O=C(Nc1cc2c(cc1Br)OCCO2)c1ccco1,-4,-2.6,-168,-30,4,0.0,0,-227,-13,-82,-6
COc1ccccc1N(Cc1cc2cccc(C)c2[nH]c1=O)C(=O)C(C)C,-5,-3.8,12,-4,1,0.1,-2,9,-11,-13,14
CCOC(=O)N1CCN(C2CC(=O)N(c3ccc(Cl)c(Cl)c3)C2=O)CC1 (stereo unspecified),x,0.3,10,1,-1,0.1,2,24,-1,-8,-2
CCOc1ccc(S(=O)(=O)N2CCCC(C(=O)N3CCCC3)C2)cc1 (stereo unspecified),-6,-0.1,9,3,-1,0.2,-2,8,-8,0,-5
Nc1cc(=O)[nH]c(SCC(=O)Nc2cc(Cl)ccc2Cl)n1,-7,0.1,6,-2,0,0.1,2,20,7,-10,-2
COc1cccc(-c2nc(CS(=O)CC(=O)O)c(C)o2)c1 (stereo unspecified),-7,0.6,-4,-3,4,-0.1,1,4,x,-2,1
CCOC(=O)c1nnc2ccnn2c1N,-6,1.5,-3,-4,0,-0.2,-3,1,8,-6,11
CCCCC(CC)C(=O)O (stereo unspecified),x,-1.2,-9,x,x,0.1,9,-4,-3,13,x
COc1cc(OC)cc(C(=O)N[C@H](C(=O)OCC(=O)NC(C)c2ccccc2)C(C)C)c1 (stereo partly specified),-4,1.7,23,2,-5,0.0,0,21,5,9,4

# Looked up above:
# O=C(COC(=O)C1CC(=O)N(Cc2ccco2)C1)Nc1ccccc1[N+](=O)[O-] (stereo unspecified) in Exocytosis inh = -10
# O=C(Nc1cc2c(cc1Br)OCCO2)c1ccco1 in PDI inh = -6
# COc1cc(OC)cc(C(=O)N[C@H](C(=O)OCC(=O)NC(C)c2ccccc2)C(C)C)c1 (stereo partly specified) in Vif inh = 5

# Next section
SMILES,CaV13 ICDI inh,hiPSC survival,Peg3 promoter,TRPM1 prom inh,NR2E3 ag-1,aDG glyco up,Exocytosis inh,HIF-2a block,Vif inh,NR2E3 ag-2,PDI inh
CCOC(=O)COc1c(Cl)cc(C2NC(=S)NC(c3ccccc3)=C2C(C)=O)cc1OCC (stereo unspecified),-5,-1.2,6,11,3,-0.1,-7,12,6,7,3
CC[N+](CC)(CC)CC(=O)Nc1c(C)cccc1C,-5,6.5,8,0,4,0.4,-6,1,-1,-39,-7
CC(C)NC(=O)C(=O)NCCN1CCN(C(=O)c2ccc(C(C)(C)C)cc2)CC1,-6,-2.6,4,3,1,0.4,-8,-7,-3,8,0
COC(=O)c1ccc(COn2nnc3ccccc32)cc1,-4,0.1,-215,-63,-1,-0.1,0,-308,19,-123,4
CCOC(=O)c1c(-c2ccco2)csc1NC(=O)COC(=O)c1cnccn1,-16,-0.3,11,10,-1,-0.2,-5,20,0,5,-4
Cc1cccc(N2C(=O)c3ccc(C(=O)Nc4cccc(C(=O)O)c4)cc3C2=O)c1,-4,-0.3,-55,-10,-1,0.1,2,-36,1,-48,-3
O=C(CCCOc1ccccc1)N1CCN(S(=O)(=O)c2cccc(F)c2)CC1,-6,-0.3,-29,-2,2,0.2,-4,-37,-2,-5,4
COc1ccccc1Nc1ccc(Nc2ccccc2OC)nn1,-2,-2.2,-271,-78,-1,0.4,-5,-261,9,-65,3
CCOC(=O)N1CCN(C(=O)CCN2C(=O)c3ccccc3S2(=O)=O)CC1,-6,0.1,5,4,-3,-0.1,-3,14,9,1,-3
CC(Nc1ccc(Cl)cc1)C(=O)NN (stereo unspecified),-5,0.3,3,3,-1,-0.1,0,9,6,1,3
CCn1c(COc2cccc(C)c2)nc2ccccc21,-5,-2.9,-83,-25,-2,1.4,-3,-142,-11,6,-14
CC(=O)Nc1cncc(-c2ccc(CN(C)C)cc2)n1,-5,-1.8,-21,x,x,-0.2,7,-23,3,7,-2
Cc1cccc(OCc2n[nH]c(=S)n2-c2ccccc2)c1,-25,-1.5,13,-8,-5,0.5,-2,13,6,13,4
COc1ccc2nc(-c3ccccc3)nc(SCC(=O)NCC3CCCO3)c2c1 (stereo unspecified),-3,-0.1,17,-2,2,-0.1,7,-2,-3,-21,-1
Cc1ccc(/C=N/NC(=O)C(c2ccncc2)N2CCOCC2)cc1 (stereo unspecified),-5,-0.1,11,6,-3,0.0,-8,11,-5,-6,1
CC(C)C1=NOC(C(=O)N2CCC(N3CCC(C(=O)N4CCOCC4)CC3)CC2)C1 (stereo unspecified),6,-0.6,5,6,2,-0.2,-3,16,-2,8,0
O=C(Cc1ccccc1)NCCn1ccc2ccccc21,-18,-0.9,-11,10,0,-0.2,11,-15,-3,-23,x
Cc1cccc(-n2ncc3c(NCc4ccco4)ncnc32)c1,-5,-2.7,-244,-40,2,0.2,-3,-357,-6,-77,3
COCCCNC(=O)Cn1nnc(-c2ccccc2NC(=O)c2ccc(F)cc2)n1,x,-3.6,10,6,-3,0.0,0,9,2,-13,0
COc1ccc(Cl)cc1C(=O)OCC(=O)N1CCCC(C)C1 (stereo unspecified),-6,0.6,-10,7,x,-0.2,-3,0,4,2,-3
Fc1ccc(NC(=S)NCCN2CCOCC2)cc1,-3,4.0,9,-10,1,-0.5,4,1,1,-12,1
O=C(N/N=C/c1ccccc1OCC(=O)N1CCCC1)C(=O)Nc1ccccc1F,-6,-1.4,-39,-8,1,0.0,-1,-54,-13,-20,-1
COc1ccc(CC2(CO)CCN(C/C=C/c3ccccc3OC)CC2)cc1,1,-1.1,-3,-17,4,1.6,1,10,1,22,-14
Cc1cc(-c2nc(C)c(C(=O)NNS(=O)(=O)c3cccc(C(F)(F)F)c3)s2)no1,-4,-0.4,11,x,2,-0.1,1,13,26,-12,0
COc1ccc(-c2[nH]ncc2CN(C)C(C)c2ccncn2)c(F)c1 (stereo unspecified),-7,-0.5,13,11,1,-0.1,1,14,1,4,10
COc1cccc(-n2c(C)nc3cc(C(=O)O)ccc32)c1,-7,0.7,-6,8,0,0.0,-4,5,x,-24,-1
COc1cc(O)c(C(=O)/C=C/c2ccccc2)c(OC)c1,x,0.3,61*,x,3,-0.4,12,-41,8,-27,x
COc1cc(NC(=O)c2ccc(N)nc2)cc(C(=O)Nc2cccc(C(F)(F)F)c2)c1,-4&-5,-3.7&-2.2,-53&-80,-35,0,-0.3&0.1,-11&-2,-184&-159,-18&-6,-34&-39,-2&-28
COc1ccc(OC)c(/C=N/N=C2\SCC(=O)N2Cc2ccco2)c1,-3,-0.6,3,2,-4,-0.3,0,-16,7,-7,-9
CCC(CO)Nc1nc2ccc(Cl)cc2c2ccccc12 (stereo unspecified),-22,-0.3,46,-23,3,0.3,43,15,-7,-41,3
COc1ccc(S(=O)(=O)NC(=O)C2(C)CCN2C(=O)Cc2ccccc2Cl)cc1 (stereo unspecified),-4,1.1,1,x,x,0.0,-2,14,-3,14,11
NC(=O)c1cc2ccccc2o/c1=N/NC(=O)c1cccs1,-1,1.3,-40,-18,-7,0.0,-2,-71,13,-51,-1
O=C(COc1ccc(F)cc1Br)N1CCN(S(=O)(=O)/C=C/c2ccccc2)CC1,-2,0.0,14,6,-2,0.0,-3,-2,-2,-2,3

# Random draw from the library; any-hit rate near 3.5%.
